From PubChem
FEN1 inh: blocks human flap endonuclease 1 | P39748 | Recombinant FEN1 flap cleavage, fluorescence, 15 min | Potency, µM (titrated, usually from 114 µM), for inactives: at the highest dose activity change, negative = inhibition, usual class: inhibitors | 390,000 compounds, 0.35% hits | AID 588795; note: nearly all actives have a fitted effect of over 65% in size
Target sequence (P39748 whole entry, looked up): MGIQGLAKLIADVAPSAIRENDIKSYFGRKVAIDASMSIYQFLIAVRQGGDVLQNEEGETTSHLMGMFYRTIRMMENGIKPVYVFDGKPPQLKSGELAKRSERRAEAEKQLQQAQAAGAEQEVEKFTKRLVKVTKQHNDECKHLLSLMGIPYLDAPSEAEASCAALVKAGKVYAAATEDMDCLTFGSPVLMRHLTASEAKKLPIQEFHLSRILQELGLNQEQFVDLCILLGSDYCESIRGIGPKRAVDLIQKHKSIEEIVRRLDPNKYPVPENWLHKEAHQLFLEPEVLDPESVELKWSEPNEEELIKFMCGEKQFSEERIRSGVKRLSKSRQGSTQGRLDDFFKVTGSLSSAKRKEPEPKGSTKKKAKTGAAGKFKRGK
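Quantitative HTS format: each compound was titrated, incubated with 10 nM nuclease for 15 min at room temperature, then challenged with flap substrate at 50 nM final. Signal change over 15 min gave concentration–effect curves.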
N370S GC: N370S glucocerebrosidase modulation, Gaucher chaperone candidate | P04062 | N370S GC spleen homogenate, 4MU-glucoside fluorescence | Potency, µM (titrated, usually from 59.4 µM), without a hit: at the top dose activity change, negative = inhibition, actives largely listed as inhibitors | 330,000 compounds, 0.092% hits;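 note: 0% = full enzyme activity and -100% = no enzyme basal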
TDP1 inh: blocks human tyrosyl-DNA phosphodiesterase 1. Q9NUW8. recombinant TDP1, AlphaScreen DNA substrate cleavage. Potency, µM (titrated, usually from 130 µM), for the others: at the top dose activity change, negative = inhibition, usual class: inhibitors. 350,000 compounds, 0.28% hits. AID 485290; note: nearly all actives have a fitted effect of over 40% in size
Target sequence (Q9NUW8 whole entry, looked up): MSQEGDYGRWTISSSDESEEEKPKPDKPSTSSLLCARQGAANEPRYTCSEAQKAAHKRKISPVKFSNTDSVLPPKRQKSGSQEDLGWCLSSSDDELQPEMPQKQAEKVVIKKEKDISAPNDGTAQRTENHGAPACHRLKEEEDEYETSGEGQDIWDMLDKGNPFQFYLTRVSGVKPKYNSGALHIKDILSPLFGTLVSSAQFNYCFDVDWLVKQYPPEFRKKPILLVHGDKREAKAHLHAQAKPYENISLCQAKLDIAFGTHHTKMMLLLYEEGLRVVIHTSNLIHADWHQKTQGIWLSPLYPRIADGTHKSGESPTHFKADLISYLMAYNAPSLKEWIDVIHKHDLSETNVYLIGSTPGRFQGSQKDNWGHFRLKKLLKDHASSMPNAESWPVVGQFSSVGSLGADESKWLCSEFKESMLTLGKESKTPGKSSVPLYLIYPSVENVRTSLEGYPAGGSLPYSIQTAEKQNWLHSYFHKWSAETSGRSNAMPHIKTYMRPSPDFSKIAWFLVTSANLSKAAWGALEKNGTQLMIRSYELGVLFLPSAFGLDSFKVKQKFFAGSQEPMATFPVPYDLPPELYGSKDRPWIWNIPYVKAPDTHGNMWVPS
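E. coli-derived human Tdp1, 1 nM final. Cpd preinc 15 min RT; substrate 15 nM final, 5 min RT; AS bead mix 10 ug/ml final, 10 min RT. Signal loss = tyrosine-FITC cleavage. No-enzyme wells = max signal.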
Starred values were filed as active, the others as inactive; & = joins results of further samples; [ ] = another dose, or the depositor's remark. Calls come from the whole dose curve; as a rule, active = well fitted curve in the direction sought with a large enough effect; inconclusive = small, poorly fitted or top-dose-only effect, or another doubt; inactive = no such curve, though single readings can be large; an effect the other way counts as inactive or inconclusive. Unless noted, % is set by controls: 0 for no effect and ±100 for the full control effect; potency is the fitted concentration of half-maximal effect. This is a random part of the collection, and some 0.53% of all compounds hit somewhere here.

Results for COc1ccc(CNC(=O)CN(Cc2ccc(F)cc2)C(=O)c2csnn2)cc1 ?
FEN1 inh: 2%; N370S GC: 18%; TDP1 inh: -2%

What do the screens show for `C=C(C(C)=O)C(O)c1cccs1` (stereo not given)?
N370S GC: 2%; TDP1 inh: 6%

What do the screens show for `CCN(CCCNC(=O)CN(C)S(=O)(=O)c1cccc2nsnc12)c1ccccc1`?
FEN1 inh: 4%; N370S GC: -1%; TDP1 inh: 8%

Results for Cc1ccc2sc(N(Cc3cccnc3)C(=O)CCOc3ccccc3)nc2c1C ?
FEN1 inh: -20%; TDP1 inh: -3%

Results for Cc1ccc(-c2ccccc2NC(=O)C2C3C=CC(C3)C2C(=O)O)o1 (stereo not given) ?
FEN1 inh: -12%; N370S GC: -6%; TDP1 inh: 4%

How did O=C(COC(=O)/C=C/c1ccccc1)Nc1cc(C(F)(F)F)ccc1N1CCOCC1 do in these assays?
FEN1 inh: 2%; N370S GC: -6%; TDP1 inh: 0%

How did COC(=O)C1=CN(c2ccc(Cl)cc2)C=C(C(=O)OC)C1c1ccc([N+](=O)[O-])cc1 do in these assays?
FEN1 inh: -4%; N370S GC: 14%; TDP1 inh: 6%

How did CCOC(=O)C1Cn2c(nc3c(c2=O)C(C)(C)Cc2ccccc2-3)S1 (stereo not given) do in these assays?
FEN1 inh: -6%; N370S GC: 7%; TDP1 inh: -4%

What do the screens show for `O=C(Nc1ccc(F)cc1F)N1CCc2c(sc3c2CCCC3)C1c1ccc(F)cc1` (stereo not given)?
FEN1 inh: 12%; TDP1 inh: 4%

How did Cc1ccc(Br)cc1 do in these assays?
N370S GC: -1%; TDP1 inh: 7%

What do the screens show for `COc1ccc(CNC(=O)Cc2ccc(NC(=O)N3CCCCc4ccccc43)cc2)cc1`?
FEN1 inh: -2%; TDP1 inh: 8%

How did COCC(=O)Nc1cc(C)cn(Cc2ccccc2Cl)c1=O do in these assays?
FEN1 inh: -4%; N370S GC: 0%

What do the screens show for `Cc1oc2c(cc(NS(=O)(=O)c3ccc(C(C)C)cc3)c3ccccc32)c1C(=O)O`?
FEN1 inh: inconclusive; N370S GC: 7%; TDP1 inh: -3%&-5%

Results for CCc1ccccc1NC(=O)CNC(=O)c1ccc(OCc2cn3ccccc3n2)cc1 ?
FEN1 inh: -6%; TDP1 inh: 28µM*

How did COc1ccc(CNC(=O)c2cnn(-c3ccc(C)cc3)c2C2CCN(C(=O)OC(C)(C)C)CC2)cc1 do in these assays?
FEN1 inh: -9%; TDP1 inh: 0%

Results for CCOC(=O)Cc1nc(-c2ccccc2)n[nH]1 ?
FEN1 inh: -14%; N370S GC: 1%; TDP1 inh: -3%

Results for COC(=O)c1ccc(Cn2c(SCC(=O)N(C)c3ccccc3)nc3ccccc32)cc1 ?
FEN1 inh: -17%; TDP1 inh: -1%

What do the screens show for `O=Cc1ccc(C(=O)OCC(=O)NCCC2=CCCCC2)cc1`?
FEN1 inh: -13%; N370S GC: -1%; TDP1 inh: 0%

What do the screens show for `COc1ccc(C(=O)N2CCNC(=O)C2CC(=O)Nc2ccc(C)cc2)cc1` (stereo not given)?
FEN1 inh: 6%; N370S GC: 5%; TDP1 inh: 3%

Results for COc1ccc(Cl)cc1NC(=O)c1nn(-c2ccc(C)cc2)c(=O)n(C)c1=O ?
FEN1 inh: -4%; TDP1 inh: -2%

How did Cc1cccc(Cn2c(=O)n(CCC(=O)NCc3ccc4c(c3)OCO4)c(=O)c3sccc32)c1 do in these assays?
FEN1 inh: -1%; TDP1 inh: 0%

How did Cc1cc(C)nc(SCC(=O)NN)n1 do in these assays?
FEN1 inh: -6%; N370S GC: 10%; TDP1 inh: 6%

What do the screens show for `CS(=O)(=O)N1CCN(c2ccc(C(=O)NC3C4CC5CC(C4)CC3C5)cc2[N+](=O)[O-])CC1` (stereo not given)?
FEN1 inh: -16%; N370S GC: -3%; TDP1 inh: 4%

How did CCOC(=O)c1nc2c(ccc3ccccc32)cc1C do in these assays?
FEN1 inh: -8%; N370S GC: 12%

How did CC1=C(C(=O)Nc2ccccc2F)C(c2ccsc2)C2=C(CC(C)(C)CC2=O)N1 (stereo not given) do in these assays?
FEN1 inh: -21%; N370S GC: -10%; TDP1 inh: 5%

Results for N#Cc1ccc(S(=O)(=O)N2CCN(CC(=O)NCC3(N4CCOCC4)CCCCC3)CC2)cc1 ?
FEN1 inh: 16%; TDP1 inh: 0%[56.1 µM]

Results for Cc1ccccc1Nc1cc(=O)oc2ccccc12 ?
FEN1 inh: -1%; N370S GC: 1%; TDP1 inh: 6%

Results for Clc1ccc(CON/C=N/c2ncnc3sccc23)cc1 ?
FEN1 inh: inconclusive; N370S GC: 14%; TDP1 inh: 2%

What do the screens show for `O=S(=O)(Nc1nc2ccccc2nc1NCc1ccco1)c1ccc(F)cc1`?
FEN1 inh: -6%; N370S GC: 6%; TDP1 inh: 8%

Results for CCCN(CCC)C(=O)Nc1cc(Cl)ccc1OC ?
FEN1 inh: -3%; N370S GC: 17%; TDP1 inh: 5%

How did CCCCN1C(=O)C(O)(CC(=O)c2ccccc2OC)c2ccccc21 (stereo not given) do in these assays?
FEN1 inh: 23%; N370S GC: 11%; TDP1 inh: 0%

How did CCn1cc(C(=O)OCC(=O)NCc2ccccc2Cl)c(=O)c2ccc(C)nc21 do in these assays?
FEN1 inh: 0%; N370S GC: 6%; TDP1 inh: 1%

Results for O=C(O)c1ccc(COc2ccccc2Cl)cc1 ?
FEN1 inh: 1%; N370S GC: 11%[2.35 µM]; TDP1 inh: -4%

How did CNC(=O)Cn1cc(S(=O)(=O)Cc2ccccc2F)c2ccccc21 do in these assays?
FEN1 inh: 3%; TDP1 inh: 6%

How did O=C(OCc1ccc(Br)cc1)c1cccc(S(=O)(=O)N2CCCC2)c1 do in these assays?
FEN1 inh: -11%; N370S GC: -8%; TDP1 inh: -21%

How did COc1ccc(CC(=O)Nc2ncc([N+](=O)[O-])s2)cc1OC do in these assays?
FEN1 inh: inconclusive; N370S GC: -14%; TDP1 inh: 2%

What do the screens show for `O=C(CCS(=O)(=O)Cc1cccc(Cl)c1)NCCc1ccccc1`?
FEN1 inh: 0%; N370S GC: -7%

How did CCn1ccnc1CNC(=O)c1cc(COc2ccc(F)cc2F)on1 do in these assays?
FEN1 inh: 5%; N370S GC: -5%; TDP1 inh: 4%

What do the screens show for `COc1ccc(C(=O)N2N=C(c3ccc(NS(C)(=O)=O)cc3)CC2c2cccs2)cc1` (stereo not given)?
FEN1 inh: -3%; N370S GC: 12%

Results for CC(NC(=S)NC(=O)c1ccccc1Br)c1ccccc1 (stereo not given) ?
FEN1 inh: -18%; N370S GC: -2%

Results for CCN(CC(=O)Nc1ccc(OC)cc1)CC(=O)Nc1sc2c(c1C(=O)OC)CCCC2 ?
FEN1 inh: 1%; TDP1 inh: 0%[56.1 µM]

How did Cc1ccc(NC(=S)N2CCCN(Cc3ccc(F)cc3)C2)c(C)c1 do in these assays?
FEN1 inh: -5%; N370S GC: 3%; TDP1 inh: 6%

What do the screens show for `CCOc1ccc(NC(=S)NC(=O)c2c(Cl)c(C)nn2C)c([N+](=O)[O-])c1`?
FEN1 inh: -1%; N370S GC: inconclusive; TDP1 inh: 8%

How did COc1cc(C)c(C)cc1S(=O)(=O)N1CCN(Cc2ccc3c(c2)OCO3)CC1 do in these assays?
FEN1 inh: -16%; N370S GC: -18%; TDP1 inh: 3%

What do the screens show for `O=C(CSc1nnnn1-c1cccc2ccccc12)Nc1ccc(C(=O)O)cc1`?
FEN1 inh: -18%; N370S GC: -1%

What do the screens show for `Cc1cc(F)ccc1NCc1cc2c(cc1[N+](=O)[O-])OCO2`?
FEN1 inh: -4%; N370S GC: -3%; TDP1 inh: 8%

How did COc1ccc(C(C)NC(=O)C23CC4CC(CC(C4)C2)C3)cc1OC (stereo not given) do in these assays?
FEN1 inh: -2%; N370S GC: 2%

Results for CC1CCCCC1NC(=O)CSc1nncn1N (stereo not given) ?
FEN1 inh: -3%; N370S GC: 8%; TDP1 inh: 5%

Random excerpt: 7 records from the list
How did CCn1ccnc1CNC(=O)c1cc(COc2ccc(F)cc2F)on1 do in these assays?
FEN1 inh: 5%; N370S GC: -5%; TDP1 inh: 4%

What do the screens show for `O=C(CCS(=O)(=O)Cc1cccc(Cl)c1)NCCc1ccccc1`?
FEN1 inh: 0%; N370S GC: -7%

What do the screens show for `COc1ccc(C(=O)N2N=C(c3ccc(NS(C)(=O)=O)cc3)CC2c2cccs2)cc1` (stereo not given)?
FEN1 inh: -3%; N370S GC: 12%

Results for CC1CCCCC1NC(=O)CSc1nncn1N (stereo not given) ?
FEN1 inh: -3%; N370S GC: 8%; TDP1 inh: 5%

How did Cc1ccc(NC(=S)N2CCCN(Cc3ccc(F)cc3)C2)c(C)c1 do in these assays?
FEN1 inh: -5%; N370S GC: 3%; TDP1 inh: 6%

Results for CCN(CC(=O)Nc1ccc(OC)cc1)CC(=O)Nc1sc2c(c1C(=O)OC)CCCC2 ?
FEN1 inh: 1%; TDP1 inh: 0%[56.1 µM]

How did COc1cc(C)c(C)cc1S(=O)(=O)N1CCN(Cc2ccc3c(c2)OCO3)CC1 do in these assays?
FEN1 inh: -16%; N370S GC: -18%; TDP1 inh: 3%

The list goes on.
How did CCOc1nc(N2CCOCC2)nc(N2CCOCC2)n1 do in these assays?
FEN1 inh: 7%; N370S GC: 8%; TDP1 inh: -3%

How did O=C(CN1C2CCCC1CC(NC(=O)c1ccco1)C2)Nc1ccccc1C(F)(F)F (stereo not given) do in these assays?
FEN1 inh: 10%; N370S GC: 6%; TDP1 inh: 7%[56.1 µM]

What do the screens show for `O=C(NC(=S)Nc1ccccc1Cl)c1ccco1`?
FEN1 inh: -4%; N370S GC: -7%; TDP1 inh: -1%

What do the screens show for `O=C1c2ccccc2C(=O)N1CCc1csc(-c2cccc(Cl)c2)n1`?
FEN1 inh: 0%; N370S GC: 11%; TDP1 inh: -3%

Results for c1ccc(-c2c3ccccc3nc3[nH]c4ccccc4c23)cc1 ?
FEN1 inh: -8%; N370S GC: 1%&20%; TDP1 inh: 0%&10%

How did CCOC(=O)c1sc(=S)n(-c2ccccc2)c1C do in these assays?
FEN1 inh: -17%; N370S GC: 0%; TDP1 inh: 4%

Results for COC(=O)c1c(C(=O)OC)c2cc(C(=O)c3ccccc3)ccn2c1Cl ?
FEN1 inh: -12%; N370S GC: inconclusive; TDP1 inh: -2%

What do the screens show for `Cc1ccc(C(=O)Cn2c(C(=O)/C=C/c3ccccc3)nc3ccccc32)cc1`?
FEN1 inh: -9%; N370S GC: 8%; TDP1 inh: 7%

What do the screens show for `CCN(CC)c1ccc(NC(=O)Nc2ccc(C(C)=O)cc2)cc1`?
FEN1 inh: -2%; N370S GC: -5%; TDP1 inh: 6%

How did Cc1nc2nc(-c3ccccc3)[nH]n2c(=O)c1C do in these assays?
FEN1 inh: 4%; N370S GC: 1%; TDP1 inh: 5%

Results for O=C(Nc1nnc(-c2ccncc2)o1)c1ccc(Br)s1 ?
FEN1 inh: 5%; N370S GC: 3%; TDP1 inh: 10%

How did Cc1ccc(SCc2cc(=O)[nH]c(/N=C(\N)Nc3cccc4ccccc34)n2)cc1 do in these assays?
FEN1 inh: 13%; N370S GC: 9%; TDP1 inh: -2%

Results for Cn1c(NCCCN2CCOCC2)nc2c1c(=O)n(Cc1ccc(Cl)c(Cl)c1)c(=O)n2C ?
FEN1 inh: -18%; N370S GC: -28%; TDP1 inh: 6%

Results for CCOC(=O)N1CCN(CC(=O)c2c(C)[nH]c3ccccc23)CC1 ?
FEN1 inh: -1%; N370S GC: 5%; TDP1 inh: 7%

What do the screens show for `CCN(C(=O)COC(=O)CSc1ccc(C(N)=O)cc1[N+](=O)[O-])C1CCCCC1`?
FEN1 inh: 4%; N370S GC: inconclusive; TDP1 inh: 4%

What do the screens show for `CCOc1ccccc1N(CC)C(=O)c1cc2ccc3cccnc3c2[nH]1`?
FEN1 inh: -21%; TDP1 inh: 0%

Results for CCC(=O)Nc1nnc(/C=C/c2ccc(OC)cc2)s1 ?
FEN1 inh: 1%; N370S GC: -7%; TDP1 inh: 2%

How did COc1cc(OC)c(NC(=O)c2cc(C)nc3c2c(C)nn3-c2ccc(C)cc2)cc1Cl do in these assays?
FEN1 inh: 1%; TDP1 inh: 0%

What do the screens show for `CC1(C)OC(=O)N(c2ccccc2)C12C=Cc1c(ccc3ccccc13)O2` (stereo not given)?
FEN1 inh: -15%; N370S GC: 3%; TDP1 inh: 3%

What do the screens show for `O=S(=O)(N/N=C1\CC(c2ccccc2)Oc2ccccc21)c1ccccc1` (stereo not given)?
FEN1 inh: -16%; N370S GC: inconclusive; TDP1 inh: 2%

What do the screens show for `CCOc1ccc(C(=O)CN2CCN(S(=O)(=O)c3ccc(F)cc3)CC2)cc1`?
FEN1 inh: 0%; N370S GC: 2%; TDP1 inh: 10%

What do the screens show for `CCOC(=O)c1c(S(=O)(=O)N(C)Cc2ccccc2)c(C)n(C)c1C`?
FEN1 inh: 8%; N370S GC: -2%; TDP1 inh: 9%
